# Bioassay records deposited in PubChem by several laboratories.
# GPR35 arrestin U2OS: inhibition of zaprinast-stimulated GPR35 beta-arrestin translocation – imaging, U2OS, beta-arrestin-GFP, zaprinast agonist, primary screen (AID 2058); 290,000 tested, 0.052% active; one-dose inhibition, % at 10 µM; IC50 in µM for titrated hits; U2OS GPR35 beta-arrestin-GFP translocation imaging, zaprinast antagonism; higher % means a stronger effect;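 active = inhibition of at least 50% with at least 30 cells and total cytoplasm GFP at most 10,000,000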
# GPR55 activation: selective activators of receptor GPR55 – imaging, U2OS cells, beta-arrestin-GFP redistribution, primary screen (AID 1961) | activation, % at 10 µM; hits with a dose series show EC50 in µM | 290,000 tested, 0.048% active | U2OS GPR55 beta-arrestin-GFP redistribution imaging; higher % means a stronger effect;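 active = activation above 40% with more than 50 cells counted in the well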;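 note: U2OS osteosarcoma cells stably expressing GPR55 and beta-arrestin-GFP; plate controls were DMSO negative control for no effect and LPI positive control for full effect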
# NOD1 NF-kB reporter: NOD1 signaling inhibitors, primary screen, cell-based, luminescence, uHTS (AID 1578); NOD1-driven NF-kB luciferase reporter cells, luminescence; higher % means a stronger effect; inhibition, % at 4 µM, or EC50 in µM where a hit was titrated; 290,000 tested, 1% active; in the data active = inhibition mostly above about 36%, no sharp cut-off; inactive = mostly below about 34%;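 note: HEK-293T reporter cells stimulated with the NOD1 agonist gamma-tri-DAP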
# KOR beta-arrestin-1: kappa opioid receptor blockers – cell-based, luminescence, uHTS (AID 1778); KOR beta-arrestin recruitment, luminescence, antagonist mode; higher % means a stronger effect; inhibition, % at 10 µM; hits with a dose series show IC50 in µM; 290,000 tested, 0.091% active; in the data active = inhibition above about 50%; note: strong numbers were not always called active
# UTI89 phage lysis: protection from phage-mediated lysis, alamar blue read-out – E. coli UTI89, K1F phage, bacterial capsule biogenesis inhibitors (AID 488966); 340,000 tested, 0.02% active; E. coli UTI89 K1F phage lysis, alamar blue, 2 h; higher % means a stronger effect; inhibition, % at 100 µM; hits with a dose series show IC50 in µM;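 active = phage lysis inhibition, versus mean bacterial control, above a set limit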;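 note: capsule biogenesis inhibitors block K1F phage lysis so surviving cells raise fluorescence; higher fluorescence means more inhibition of phage lysis; actives were called in the ten point dose series up to 300 µM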
# GPR55 antagonists: GPR55 antagonists blocking LPI-driven arrestin recruitment, primary screen, imaging, U2OS, beta-arrestin-GFP, LPI agonist (AID 2013); U2OS GPR55 beta-arrestin-GFP translocation imaging, LPI antagonism; higher % means a stronger effect; one-dose inhibition, % at 10 µM; IC50 in µM for titrated hits; 290,000 tested, 0.13% active;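 active = spots per cell inhibited over 60%, with over 100 cells counted and total cytoplasm intensity under 500,000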;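 note: U2OS cells stably carrying GPR55 and arrestin-GFP stimulated by 5 µM LPI near EC80; imaged beta-arrestin-GFP aggregate spots per cell after agonist stimulation; plate controls were LPI-stimulated DMSO wells for no effect and DMSO wells without LPI for full effect; some results filed as inactive read as strong as hits; confirmed hits need IC50 under 10 µM and bright autofluorescent wells are also inconclusive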
# KOR beta-arrestin-2: kappa opioid receptor activators – cell-based, luminescence, uHTS, primary screen (AID 1777) | activation, % at 10 µM; hits with a dose series show EC50 in µM | 280,000 tested, 0.02% active | KOR beta-arrestin recruitment, luminescence; higher % means a stronger effect; in the data active = activation above about 50%, passing the limit was not always enough; note: a part of the inactive calls stands beside numbers as strong as those of hits
# NTR1 agonist: agonists of NTR1, primary screen, imaging, U2OS cells, beta-arrestin-GFP, high content (AID 493036). P30989. 330,000 tested, 0.17% active. activation, % at 20 µM. NTR1-U2OS beta-arrestin-GFP spot imaging, agonist mode;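 active = activation at or above 40% of the spot to cytoplasm intensity ratio, with at least 20 cells analyzed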;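 note: 0% = DMSO without peptide and 100% = 100 nM NTR1 peptide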
# Target sequence (P30989 whole entry, looked up): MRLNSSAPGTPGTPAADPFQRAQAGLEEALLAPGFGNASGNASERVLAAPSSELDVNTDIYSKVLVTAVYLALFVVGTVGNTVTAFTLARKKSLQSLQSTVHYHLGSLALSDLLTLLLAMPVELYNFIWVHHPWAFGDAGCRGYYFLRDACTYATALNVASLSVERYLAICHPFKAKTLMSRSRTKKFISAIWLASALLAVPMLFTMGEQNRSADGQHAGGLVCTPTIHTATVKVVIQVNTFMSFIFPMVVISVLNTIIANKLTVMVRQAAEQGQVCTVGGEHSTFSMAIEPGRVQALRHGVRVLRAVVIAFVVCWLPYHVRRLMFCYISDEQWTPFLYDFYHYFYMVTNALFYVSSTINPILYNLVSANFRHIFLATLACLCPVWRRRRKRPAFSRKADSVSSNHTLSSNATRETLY
# Rac1 GTP hydrolysis: MgcRacGAP GTPase-activating activity inhibitors, confirmation, biochemical, ADP Hunter fluorescence; MgcRacGAP-stimulated Rac1 GTP hydrolysis, ADP Hunter fluorescence; higher % means a stronger effect; GST-tagged Rac1 F28L mutant substrate; inhibition, % at 30 µM, or IC50 in µM where a hit was titrated; 340,000 tested, 0.6% active; AID 624330;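 active = first-screen hits whose inhibition reached a set limit at any dose in the follow-up dose series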;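 note: fluorescence reports GDP produced by GAP-driven GTP hydrolysis; strong numbers were not always called active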
# NTR1 agonist cell count 20 µM: second read-out of NTR1 agonist, no call of its own (marks repeat the call); cell count; measured here: cell count, cytotoxicity flag
# * = called active by the depositor; . = no result given; [ ] = another dose, or the depositor's remark. A portion of the library; the hit share may differ from the screen's.
SMILES,GPR35 arrestin U2OS,GPR55 activation,NOD1 NF-kB reporter,KOR beta-arrestin-1,UTI89 phage lysis,GPR55 antagonists,KOR beta-arrestin-2,NTR1 agonist,NTR1 agonist cell count 20 µM,Rac1 GTP hydrolysis
C(=N\Nc1ccc2ccccc2n1)/c1ccc2c(c1)OCO2,19%,0.1%,10%,-2%,0.4%,-2%,-2.0%,7.5,64,8%
Cn1ncc(Br)c1C(=O)Nc1ccc(F)cc1F,-2%,-0.4%,-22%,-17%,0.5%,1%,-2.3%,-1.0,55,4%
O=C(Cc1ccccc1[N+](=O)[O-])NCCC1=CCCCC1,-7%,0.3%,-28%,16%[20 µM],2.9%,3%,-6.1%,0.7,57,-1%
CCOC(=O)c1ccc(NC(=O)Nc2c(C)nn(C)c2C)cc1,8%,-0.1%,-16%,6%,5.8%,-4%,-0.5%,1.0,75,6%
O=C(c1ccc(-c2ccccc2)cc1)c1ccccc1C(=O)N1CCOCC1,16%,-0.1%,20%,-47%,7.1%,8%,-5.1%,1.7,85,5%
COC(=O)c1ccc(OC(=O)CCc2cc(OC)c(OC)c(OC)c2)cc1,-6%,-0.4%,-25%,-2%,-0.3%,-1%,1.7%,-0.4,34,8%
O=C(O)C1CC=CCC1C(=O)Nc1ccc(N2CCN(Cc3ccccc3)CC2)cc1 (stereo not given),-10%,-0.2%,-26%,2%,1.4%,0%,4.5%,0.2,54,10%
Cc1ccc(-c2cnco2)cc1,-17%,-0.1%,1%,30%,-0.7%,-4%,-4.0%,0.4,48,-6%
O=C(N/N=C/c1ccco1)c1ccc(OCc2ccccc2)cc1,6%,-0.1%,-14%,15%,-0.6%,5%,3.7%,0.6,55,11%
COc1cccc(N2CCN(C(=O)c3ccc(Cl)c(NC4=NC5CS(=O)(=O)CC5S4)c3)CC2)c1 (stereo not given),5%,-0.1%,-22%,-33%,0.3%,13%,-3.0%,-0.2,55,6%
O=C(CCC(=O)Nc1ccccc1)NNC(=O)c1ccccc1Cl,-2%,0.0%,-22%,-22%,-0.2%,13%,0.7%,1.4,33,5%
COc1cccc(/C=C(/CC(=O)Nc2ccc(N3CCOCC3)cc2)c2nc3ccccc3s2)c1,-6%,0.1%,-1%,14%,0.3%,5%,-5.2%,2.0,78,0%
O=C(CNC(=O)c1ccc(Br)o1)NCc1ccc(Cl)cc1,-11%,-0.1%,-21%,20%,2.7%[50 µM],17%,-2.4%,-0.5,48,4%
O=S(=O)(Nc1ccc2c(c1)OCCO2)c1cccc(F)c1,-10%,0.7%,-22%,36%[20 µM],-0.2%,7%,-6.2%,1.2,50,4%
COC(F)(C(=O)Nc1ccc2c(c1)C(=O)NC2=O)C(F)(F)F (stereo not given),7%,-0.4%,-14%,13%,0.2%,9%,-0.5%,-2.8,103,7%

# Reformatted bar-delimited: part of the list above
compound | GPR35 arrestin U2OS | GPR55 activation | NOD1 NF-kB reporter | KOR beta-arrestin-1 | UTI89 phage lysis | GPR55 antagonists | KOR beta-arrestin-2 | NTR1 agonist | NTR1 agonist cell count 20 µM | Rac1 GTP hydrolysis
Cn1ncc(Br)c1C(=O)Nc1ccc(F)cc1F | -2% | -0.4% | -22% | -17% | 0.5% | 1% | -2.3% | -1.0 | 55 | 4%
C(=N\Nc1ccc2ccccc2n1)/c1ccc2c(c1)OCO2 | 19% | 0.1% | 10% | -2% | 0.4% | -2% | -2.0% | 7.5 | 64 | 8%
COC(=O)c1ccc(OC(=O)CCc2cc(OC)c(OC)c(OC)c2)cc1 | -6% | -0.4% | -25% | -2% | -0.3% | -1% | 1.7% | -0.4 | 34 | 8%
O=C(CCC(=O)Nc1ccccc1)NNC(=O)c1ccccc1Cl | -2% | 0.0% | -22% | -22% | -0.2% | 13% | 0.7% | 1.4 | 33 | 5%

# Next section.
SMILES,GPR35 arrestin U2OS,GPR55 activation,NOD1 NF-kB reporter,KOR beta-arrestin-1,UTI89 phage lysis,GPR55 antagonists,KOR beta-arrestin-2,NTR1 agonist,NTR1 agonist cell count 20 µM,Rac1 GTP hydrolysis
CCOC(=O)C1CCCN(C(=O)c2cc(Nc3ccc(OC)cc3)nc3ccccc23)C1 (stereo not given),-5%,-0.2%,-4%,12%,1.2%,15%,5.5%,0.0,76,6%
COc1ccc(-c2nnc(SCC(=O)NCc3cccs3)n2C)cc1,-12%,-0.5%,-22%,4%,2.3%,-14%,-3.9%,0.0,53,2%
COC(=O)c1cc(C(=O)OCC(=O)N2c3ccccc3NC(=O)C2(C)C)cc([N+](=O)[O-])c1,6%,0.1%,-9%,25%,3.2%,2%,-2.1%,2.8,47,2%
O=C(Cc1ccc(Cl)cc1)N/N=C/c1cccs1,15%,0.0%,-30%,-34%[20 µM],0.1%,4%,.,0.5,82,3%
CSc1ccccc1NC(=O)CSCc1ccc(C)cc1,9%,0.3%,-9%,-19%,-0.1%,9%,7.5%,4.0,61,11%
O=c1[nH]c2ccccc2n1CCCOc1ccccc1,0%,-0.3%,-29%,36%,3.0%,3%,2.5%,4.7,84,-6%
CCOC(=O)c1cnc2c(OC)cccc2c1N1CC(C)CC(C)C1 (stereo not given),-4%,0.0%,-7%,-3%,-1.3%[50 µM],7%,-4.1%,18,102,8%
COc1ccc(CNC(=O)C(c2cccs2)N(Cc2ccco2)C(=O)Cc2cccs2)cc1 (stereo not given),-15%,-0.3%,23%,2%,-1.5%,1%,-1.3%,2.7,64,6%
CCC(=O)Nc1cccc(NC(=O)CSc2nnnn2C)c1,11%,-0.2%,6%,20%,0.4%,15%,4.3%,1.3,81,5%
CN(C)c1ccc(/C=N\NC(=O)c2ccc(Cn3cc(Cl)cn3)cc2)cc1,5%,-0.1%,-15%,9%,2.0%[50 µM],-6%,0.5%,1.1,67,8%
CC(NC(=O)C(C)N1CCN(Cc2ccccc2)CC1)c1ccccc1 (stereo not given),19%,-0.2%,-19%,1%,0.2%,22%,-1.2%,-2.2,34,5%
CN(C)CCNC(=O)CN1C(=O)COc2ccc(C(C)(C)C)cc21,-4%,-0.2%,-16%,15%,0.1%,19%,-2.0%,-1.6,96,-4%
OCCC1CN(Cc2cc(F)ccc2F)CCN1CCCc1ccccc1 (stereo not given),5%,0.4%,34%,-42%[20 µM],0.2%,18%,6.8%,0.4,54,10%
CC1=NC(C)(C)Cc2cc(C)c(C)cc21,-9%,-0.3%,-31%,9%,0.4%,20%,1.7%,-0.9,45,4%
COC(=O)c1ccc(Sc2ccccn2)c([N+](=O)[O-])c1,-4%,0.1%,-23%,8%,1.0%[50 µM],8%,4.4%,-2.3,62,-1%
CCCOc1ccc(/C(O)=C2/C(=O)C(=O)N(CCCOC)C2c2ccncc2)cc1 (stereo not given),13%,0.3%,.,0%,0.1%,3%,1.3%,0.4,47,12%
COC(=O)/C(=C(/F)SCC(C)=O)C(F)(F)F,11%,0.3%,-20%,5%,.,1%,-2.9%,-0.1,49,.
Cc1cccc(C(=O)N2CCCC(c3nc(-c4ccc(C)o4)no3)C2)c1 (stereo not given),7%,-0.2%,-51%,-14%,0.2%,4%,2.4%,-3.0,51,-1%
COCCn1cnc2c1c(=O)n(CC(=O)OCC#N)c(=O)n2Cc1ccccc1,0%,0.1%,-31%,18%,-0.2%,3%,-7.4%,0.1,44,5%
Cc1ccc(C(c2nnnn2CCC(C)C)N2CCN(C)CC2)cc1 (stereo not given),-12%,-0.1%,-31%,22%,3.9%,-3%,-1.2%,-3.3,90,9%
O=C(Nc1cc(C(F)(F)F)ccc1Cl)c1cccc(N2C(=O)CCC2=O)c1,-13%,0.2%,-26%,10%,0.1%,6%,3.4%,3.0,42,8%
COc1ccccc1C1C(C#N)=C(N)N(N(C)C)C2=C1C(=O)CC(C)(C)C2 (stereo not given),2%,0.0%,-4%,23%,0.3%[50 µM],0%,-4.4%,-0.6,47,6%
CN(C)CCOc1ccc2ccccc2c1,-1%,0.4%,-24%,-16%,-0.8%,2%,4.4%,-0.3,62,25%
CCOc1cc(-c2sc(Nc3ccccc3)n[n+]2C)ccc1OC,0%,0.2%,-12%,-8%[20 µM],1.9%,4%,-3.9%,-1.9,106,4%
O=C(CCN1CCCC1)Nc1cccc(Br)c1,11%,-0.1%,-19%,-6%,0.9%,0%,-5.9%,-2.2,33,11%
COc1cccc(/C=N/Nc2cc(-n3nc(C)cc3-c3ccccc3)ncn2)c1O,8%,-0.1%,-15%,17%,0.3%,10%,3.1%,39,76,4%
COc1ccnc(CN(C)C(=O)C2CCC(=O)N(CCN(C)C)C2)c1 (stereo not given),49%,0.9%,-10%,0%,0.3%,1%,-1.3%,2.7,53,8%
O=C(Cc1cn2ccsc2n1)Nc1ccccn1,0%,-0.2%,34%,6%,1.3%,6%,-3.4%,0.3,42,12%
COc1ccc(CN(Cc2nc3ccccc3c(=O)[nH]2)C(=O)NC2CCCCC2)cc1,-9%,0.2%,-12%,26%,4.3%,-10%,12%,-0.3,82,9%
COc1ccc(-c2noc(CCCC(=O)Nc3ccc(C(N)=O)cc3)n2)cc1OC,1%,-0.2%,7%,-23%,-3.0%,0%,-0.8%,0.2,54,-5%

# Three neighbouring entries from above, for reference:
SMILES,GPR35 arrestin U2OS,GPR55 activation,NOD1 NF-kB reporter,KOR beta-arrestin-1,UTI89 phage lysis,GPR55 antagonists,KOR beta-arrestin-2,NTR1 agonist,NTR1 agonist cell count 20 µM,Rac1 GTP hydrolysis
O=C(Cc1cn2ccsc2n1)Nc1ccccn1,0%,-0.2%,34%,6%,1.3%,6%,-3.4%,0.3,42,12%
COc1ccc(CN(Cc2nc3ccccc3c(=O)[nH]2)C(=O)NC2CCCCC2)cc1,-9%,0.2%,-12%,26%,4.3%,-10%,12%,-0.3,82,9%
COc1ccc(-c2noc(CCCC(=O)Nc3ccc(C(N)=O)cc3)n2)cc1OC,1%,-0.2%,7%,-23%,-3.0%,0%,-0.8%,0.2,54,-5%

# Going on with the list:
SMILES,GPR35 arrestin U2OS,GPR55 activation,NOD1 NF-kB reporter,KOR beta-arrestin-1,UTI89 phage lysis,GPR55 antagonists,KOR beta-arrestin-2,NTR1 agonist,NTR1 agonist cell count 20 µM,Rac1 GTP hydrolysis
C=CCn1cnc2c(nnn2-c2ccc(C)c(Cl)c2)c1=O,-4%,-0.1%,-19%,-8%,1.0%,5%,-3.9%,0.4,63,5%
Cc1ccc(OCc2nnnn2-c2ccccc2)cc1,4%,-0.2%,-9%,1%,-0.4%,6%,-4.7%,-0.2,44,3%
O=C(NCc1ccccc1)/C(=C/c1ccc([N+](=O)[O-])cc1)NC(=O)c1ccco1,12%,0.3%,40%,-24%,-0.2%,-6%,3.6%,-2.0,50,3%
O=C(NC1CCCCC1)C(c1c(F)cccc1Cl)N(C(=O)c1csnn1)C1CC1 (stereo not given),-4%,-0.1%,-6%,-58%,0.0%,8%,5.1%,2.5,53,13%
